KCNQ1 inh – human KCNQ1 channel inhibition | P51787 | CHO-K1 KCNQ1, FluxOR thallium flux fluorescence; stronger effect = higher value | B-score at 10 µM | 1.3% of 310,000 active | AID 2642;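 active = compounds whose thallium flux B-score, printed positive for inhibition, exceeds three library SD while starting fluorescence stays within three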;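 also: channel opened by potassium depolarization with thallium stimulus after 20 min compound exposure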
ANO1 block – mouse TMEM16A channel inhibition, primary screen. Q8BHY3. HEK293 TMEM16A/YFP iodide influx fluorescence, ionomycin. normalized B-score (activity score, 25-100; higher = stronger inhibition) at 10 µM. 1.2% of 310,000 active. AID 588511;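 active = ratio plate-corrected score three or more library SD toward inhibition, starting fluorescence score within five deviations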;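 also: score derived from kinetic fluorescence span divided by baseline fluorescence per well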
ANO1 activ – activates or potentiates the mouse TMEM16A chloride channel; Q8BHY3; HEK293 TMEM16A/YFP-H148Q/I152L, iodide quench fluorescence; stronger effect = lower value; B-score at 10 µM; 0.3% of 340,000 active;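 active = fluorescence-ratio B-score plate-corrected deviation score at least 3 library SD below zero, with starting fluorescence score within 5 deviations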;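 also: channel opened by trigger with iodide after compound preincubation; score built on the fluorescence ratio of max minus min over baseline; more negative score means more quench and so TMEM16A activation or potentiation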
hERG rescue – shields human hERG channel from block by proarrhythmic agents. activation (rescue from dofetilide block), less the hit threshold, % at 10 µM. AID 1511. Q12809. CHO-hERG, FluxOR thallium flux, dofetilide IC70 present. 0.51% of 310,000 active;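 active = activation above the mean of controls blocked by dofetilide plus 5 SD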;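 also: thallium influx through hERG after potassium depolarization seen as dye fluorescence rise; in these data hits start at about 4.7%; inactives centre near -7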
KCNQ1 act – human KCNQ1 channel potentiation or activation. B-score at 10 µM. 0.35% of 310,000 active. P51787. CHO-K1 KCNQ1, thallium flux FluxOR fluorescence; stronger effect = higher value;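 active = fluorescence ratio B-score, a plate-corrected score, at least three library SD, with initial intensity B-score within 5 SD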
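Assay system: CHO-K1 cells stably expressing KCNQ1. Medium: assay buffer for compound exposure, DMSO matched across wells. Timing: 37 °C overnight plating, 90-min dark dye load, 20-min compound pretreatment. Signal: kinetic FluxOR fluorescence, 10 s baseline plus 110 s post-stimulus.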
KCNK3 block – human KCNK3 channel inhibition, primary screen | O14649 | CHO-KCNK3 thallium flux, FluxOR fluorescence; stronger effect = lower value | B-score at 10 µM | 0.84% of 340,000 active;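 active = B-score under library mean minus 4 SD, starting fluorescence ratio at most library mean plus 5 SD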;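 also: more negative B-score means stronger inhibition of thallium flux through KCNK3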
KCNK9 block – blocks the human KCNK9 two-pore domain potassium channel. HEK293 KCNK9, FluxOR thallium flux fluorescence; stronger effect = lower value. B-score at 10 µM. 1.2% of 310,000 active. AID 488922;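 active = ratio B-score over 3 SD below the library mean, with starting fluorescence within 5 SD of its mean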;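 also: negative B-score means less thallium flux so channel inhibition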
Dyrk1A ADPGlo – inhibitors of rat Dyrk1A kinase | ADP-Glo luminescence, NFATc1 peptide | inhibition, % at 12.5 µM | 0.43% of 310,000 active | AID 504441; in the data active = inhibition above about 50%;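 also: plate controls were vehicle with enzyme for no effect and no enzyme for full effect; many of its hits are not listed in these tables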
TRPC4 potent – allosteric potentiators of mouse TRPC4 channel; Q9QUQ5; HEK293 TRPC4beta/mu-opioid, DAMGO EC20, Fluo-4 Ca2+ flux; stronger effect = higher value; B-score at 10 µM; 0.42% of 310,000 active; AID 2227;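 active = B-score of calcium response area above 5 SD of library B-scores, with initial fluorescence ratio within 5 SD of library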;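 also: B-score of integrated fluorescence ratio over time as area under calcium response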
Target sequence (Q9QUQ5 whole entry, looked up): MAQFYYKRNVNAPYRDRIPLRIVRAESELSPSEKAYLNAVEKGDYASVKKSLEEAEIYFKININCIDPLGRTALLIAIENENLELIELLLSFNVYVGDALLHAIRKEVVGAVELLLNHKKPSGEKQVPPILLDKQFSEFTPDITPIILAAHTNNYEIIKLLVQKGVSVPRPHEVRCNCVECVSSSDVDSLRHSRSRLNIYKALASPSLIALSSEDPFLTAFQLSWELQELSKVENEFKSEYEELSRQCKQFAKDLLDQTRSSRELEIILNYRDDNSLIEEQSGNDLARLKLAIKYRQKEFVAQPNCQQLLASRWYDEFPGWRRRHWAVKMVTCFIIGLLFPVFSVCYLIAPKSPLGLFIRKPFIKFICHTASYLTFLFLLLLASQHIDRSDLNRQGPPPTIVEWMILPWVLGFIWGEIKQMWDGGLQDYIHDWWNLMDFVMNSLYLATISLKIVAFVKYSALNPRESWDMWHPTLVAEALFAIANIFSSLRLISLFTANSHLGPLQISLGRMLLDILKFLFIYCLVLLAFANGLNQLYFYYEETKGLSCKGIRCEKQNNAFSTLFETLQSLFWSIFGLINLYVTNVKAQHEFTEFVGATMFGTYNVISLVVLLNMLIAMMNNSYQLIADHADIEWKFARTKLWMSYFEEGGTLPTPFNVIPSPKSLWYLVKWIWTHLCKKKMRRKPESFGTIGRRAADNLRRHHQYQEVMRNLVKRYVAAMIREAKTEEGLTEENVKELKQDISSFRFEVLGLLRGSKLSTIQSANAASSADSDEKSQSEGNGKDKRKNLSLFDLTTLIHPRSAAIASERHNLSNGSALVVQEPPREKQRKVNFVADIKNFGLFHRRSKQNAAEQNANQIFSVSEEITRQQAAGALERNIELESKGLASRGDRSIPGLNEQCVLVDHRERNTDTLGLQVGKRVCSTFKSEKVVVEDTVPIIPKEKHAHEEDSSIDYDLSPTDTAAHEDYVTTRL
HDAC3 inh – blocks human histone deacetylase 3 | O15379 | recombinant HDAC3, fluorogenic peptide/trypsin coupled, fluorescence | AID 2718 | inhibition, % at 8.3 µM | 0.15% of 320,000 active; in the data active = inhibition above about 26%, passing the limit was not always enough
TRPC4 agonist – TRPC4 (mouse) channel activation | Q9QUQ5 | HEK293 TRPC4beta/mu-opioid, Fluo4 calcium fluorescence; stronger effect = higher value | B-score at 10 µM | 0.49% of 310,000 active;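 active = B-score above 5 SD of library B-scores, and initial fluorescence ratio not above library mean plus 5 SD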;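 also: positive B-score marks a calcium rise read as TRPC4 activation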
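System – HEK293 cells stably co-expressing mouse TRPC4beta and mu-opioid receptor · Signal – Fluo4 calcium-sensitive dye fluorescence, kinetic, 1 Hz baseline · Benchmarks – buffer (low) and maximal DAMGO (high) · Read-out – B score of integrated fluorescence ratio per well · Incubation – dye loading 45 min room temperature, 110 s kinetic read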
* = called active by the depositor; i = inactive; / = not tested or not shown.

SMILES | KCNQ1 inh | ANO1 block | ANO1 activ | hERG rescue | KCNQ1 act | KCNK3 block | KCNK9 block | Dyrk1A ADPGlo | TRPC4 potent | HDAC3 inh | TRPC4 agonist
O=C(O)c1ccc(-n2cccc2/C=C2/NC(=O)N(c3ccccc3)C2=O)cc1 | i | i | i | -7.8 | i | i | i | 6.2 | i | -2.5 | i
COc1cc(Cn2c(-c3nonc3N)nc3ccccc32)ccc1C | i | i | i | -7.8 | i | i | i | -9.9 | i | -7.0 | i
COc1cc(F)ccc1S(=O)(=O)n1c(C)nc2ccccc21 | i | i | i | -6.0 | i | i | i | 9.7 | i | -3.6 | i
CC(C)C(=O)N1CCN(c2ccc(NC(=O)c3ccc4c(c3)OCCO4)cc2)CC1 | i | i | i | 2.7 | i | i | i | 1.3 | i | 4.9 | i
Cc1ccc(C(=O)N2C(=O)C(c3ccccc3)Oc3ccccc32)cc1 (configuration not stated) | i | i | i | -11.8 | i | i | i | / | i | -3.6 | i
Cc1ccc(C)c(CN2C(=O)c3ccccc3S(=O)c3ccc(C(=O)N4CCN(c5ccccn5)CC4)cc32)c1 (configuration not stated) | i | i | i | -16.2 | i | i | i | -0.6 | i | 0.9 | i
CCc1ccccc1NC(=O)CC(NCc1ccccc1)C(=O)O (configuration not stated) | i | i | i | -6.0 | i | i | i | 5.5 | i | 1.3 | i
Cc1ccccc1Cn1nc(C)c(NC(=O)C2(C)CC2(Cl)Cl)c1C (configuration not stated) | i | i | i | -14.1 | i | i | i | -2.5 | i | 1.5 | i
Cc1nc(Nc2ccc(Cl)cc2Cl)sc1C(=O)Nc1ccccc1 | i | i | i | -6.2 | i | i | i | 0.3 | i | 12.5 | i
Cc1ccc2oc3c(c(=O)c2c1)C(c1cccc(O)c1)N(c1ccccn1)C3=O (configuration not stated) | i | i | i | -2.2 | i | i | i | -3.2 | i | 4.2 | i
COC(=O)C(C)Oc1cc(OC(C)C(=O)OC)c2c(C)c(Cl)c(=O)oc2c1 (configuration not stated) | i | i | i | -9.7 | i | i | i | -1.2 | i | -77.2 | i
COc1cc(C(=O)N/N=C/c2cn(Cc3ccccc3)c3ccccc23)ccc1O | i | i | i | -18.5 | i | i | i | -0.6 | i | 9.0 | i
CCOc1ccc(-c2nn[nH]n2)cc1 | i | i | i | -11.2 | i | i | i | 3.0 | i | -1.7 | i
Nc1nc2ccccc2nc1N | i | i | i | -8.8 | i | i | i | 3.8 | i | -14.9 | i
Cc1cnc2c(C(=O)O)cnn2c1 | i | i | i | -5.4 | i | i | i | -3.4 | i | 3.5 | i
CCCOc1ccc(-c2nn(-c3ccccc3)cc2/C=C2\SC(=S)N(C3CCS(=O)(=O)C3)C2=O)cc1 (configuration not stated) | i | i | i | -3.0 | i | i | i | -3.6 | i | -3.7 | i
CC1CC(=O)N(CC(=O)Nc2cccc(F)c2)c2ccccc2S1(=O)=O (configuration not stated) | i | i | i | -2.8 | i | i | i | -3.2 | i | -2.6 | i
O=C(/C=C/c1cc([N+](=O)[O-])ccc1OC(F)F)Nc1cccc([N+](=O)[O-])c1 | i | i | i | -12.9 | i | i | i | 1.5 | i | / | i
CCCCN(C(=O)c1ccc(C#N)cc1)c1c(N)n(CCC)c(=O)[nH]c1=O | i | i | i | -9.0 | i | i | i | 4.4 | i | -4.1 | i
CN(c1ncc(C(F)(F)F)cc1Cl)n1cc(C(N)=O)c2ccccc2c1=O | i | i | i | -5.0 | i | i | i | 11.3 | i | 5.4 | i
COc1ccc(NC(=O)c2cnn3c(C(F)(F)F)cc(-c4ccco4)nc23)cc1OC | i | i | i | -8.1 | i | i | i | 1.7 | i | -2.2 | i
CCCc1cc2c(cc1NC(=O)c1ccccc1C)OCO2 | i | i | i | -5.1 | i | i | i | 1.3 | i | -0.5 | i
Cc1cc(C)c(S(=O)(=O)Nc2nnc(C3CCCCC3)s2)c(C)c1 | i | i | i | -12.7 | i | i | i | -10.7 | i | -2.2 | i
CCOc1ccc2c(c1)[nH]c(=S)n2C | i | i | i | -4.2 | i | i | i | -0.8 | i | 5.1 | i
Cc1cccc(NC(=O)CCCN2C(=O)c3cccc4cccc(c34)C2=O)c1 | i | i | i | -10.6 | i | i | i | 0.3 | i | -1.2 | i
CN(C(=O)c1cccc(C#CC(C)(C)O)c1)C1CCCN(Cc2ccccc2F)C1 (configuration not stated) | i | i | i | -10.0 | i | i | i | -0.6 | i | 8.5 | i
CCOc1ccc(NS(=O)(=O)c2ccc(NC(=O)C3CC3)cc2)cc1 | i | i | i | -4.1 | i | i | i | -6.0 | i | 0.5 | i
CCN1CCN(C(=O)CCNC(=O)Cn2ccc3ccccc3c2=O)CC1 | i | i | i | -7.5 | i | i | i | -1.8 | i | -2.4 | i
CSc1nc(N)nc(SCC(=O)OC(C)C)c1C#N | i | i | i | -15.0 | i | i | i | 0.8 | i | 1.4 | i
C=CCNC(=S)N/N=C1\CCS(=O)(=O)c2ccccc21 | i | i | i | -2.7 | i | i | i | -0.6 | i | 5.9 | i
Cc1cc(C)c(S(=O)(=O)c2cccc(Cl)c2)c(Cl)n1 | i | i | i | -9.3 | i | i | i | 2.9 | i | 8.7 | i
CCOc1ccc(/C=N/Nc2ccc(C(F)(F)F)cc2[N+](=O)[O-])cc1O | i | i | i | -2.3 | i | i | i | 0.0 | i | 0.1 | i
COc1cc(NS(=O)(=O)c2ccc(NC(=O)c3cccnc3)cc2)ncn1 | i | i | i | -12.4 | i | i | i | 2.0 | i | -4.3 | i
Cc1ccc(NC(=O)CSc2n[nH]c(-c3ccncc3)n2)c(C)c1 | i | i | i | -4.3 | i | i | i | 1.0 | i | 0.1 | i
c1ccc(Nc2nc(-c3cccnc3)cs2)nc1 | i | i | i | -9.9 | i | i | i | 5.0 | i | -4.1 | i
O=C1NCCN(Cc2ccc(Cl)c(F)c2)C1CC(=O)N1CCCCO1 (configuration not stated) | i | i | i | -3.8 | i | i | i | -39.7 | i | -3.5 | i
O=C(CN1C(=O)CCC1=O)Nc1cccc2c1C(=O)NC2=O | i | i | i | -9.8 | i | i | i | 2.2 | i | -3.0 | i
Cn1ncc([N+](=O)[O-])c1C(=O)N1CCCCCC1 | i | / | i | -4.7 | i | i | i | -2.4 | i | / | i
COc1cccc(CNC(=O)Cn2ccc([N+](=O)[O-])n2)c1 | i | i | i | -4.5 | i | i | i | -4.4 | i | 3.2 | i
Cc1cccc(-n2c(O)c(C=Nc3ccccc3O)c3ccccc3c2=O)n1 | i | i | i | -4.8 | i | i | i | / | i | 4.1 | i

Compound profiles, from the list above. Values in the order: KCNQ1 inh | ANO1 block | ANO1 activ | hERG rescue | KCNQ1 act | KCNK3 block | KCNK9 block | Dyrk1A ADPGlo | TRPC4 potent | HDAC3 inh | TRPC4 agonist
Entry for `COc1ccc(NC(=O)c2cnn3c(C(F)(F)F)cc(-c4ccco4)nc23)cc1OC` → i | i | i | -8.1 | i | i | i | 1.7 | i | -2.2 | i
Entry for `COc1cc(C(=O)N/N=C/c2cn(Cc3ccccc3)c3ccccc23)ccc1O` → i | i | i | -18.5 | i | i | i | -0.6 | i | 9.0 | i

Continuation:
SMILES | KCNQ1 inh | ANO1 block | ANO1 activ | hERG rescue | KCNQ1 act | KCNK3 block | KCNK9 block | Dyrk1A ADPGlo | TRPC4 potent | HDAC3 inh | TRPC4 agonist
Cc1ccc2sc(NC(=O)C3CC3)nc2c1C | i | i | i | -6.8 | i | i | i | 3.2 | i | 4.8 | i
N#C/C(=C\c1cc2c(cc1Br)OCO2)c1ccc(C(=O)O)cc1 | i | i | i | -6.3 | i | i | i | / | i | 4.3 | i
COCc1nnc(NC(=O)CCS(=O)(=O)c2ccccc2)s1 | i | i | i | -9.4 | i | i | i | -7.9 | i | -0.8 | i
Cc1cc(=O)oc2cc(OC(=O)c3cncc(Br)c3)ccc12 | i | i | i | -3.4 | i | i | i | 3.1 | i | -0.6 | i
CCCCn1nc2cc(C(=O)NC[C@@H]3CCCO3)ccc2c1OCC | i | i | i | -5.3 | i | i | i | 6.6 | i | -18.7 | i
Cc1cccc(OCCCC(=O)Nc2ccc(S(=O)(=O)Nc3onc(C)c3C)cc2)c1C | i | i | i | -4.4 | i | i | i | -6.0 | i | 5.8 | i
O=c1cc(C(F)(F)F)[nH]c(=S)n1-c1ccccc1 | i | i | i | -3.4 | i | i | i | 4.8 | i | 11.4 | i
CC1SC(c2ccccc2)N(CC(O)c2ccc([N+](=O)[O-])cc2)C1=O (configuration not stated) | i | i | i | -7.9 | i | i | i | -1.4 | i | 0.7 | i
CN(C)/C=C(\C#N)C(=O)Nc1ccc(O)cc1F | i | i | i | 1.3 | i | i | i | 0.8 | i | 1.2 | i
COc1ccccc1N1CCN(C2CCN(S(=O)(=O)c3ccc(NC(C)=O)cc3)CC2)CC1 | i | i | i | -5.6 | i | i | i | -5.9 | i | 2.4 | i
COC(=O)c1ccc(Cl)c(NC(=O)CSc2nnc(-c3ccncc3)o2)c1 | i | i | i | -2.6 | i | i | i | -0.8 | i | -0.8 | i
CCNC(=S)NNC(=O)c1cc(-c2cc(C)ccc2C)nc2ccccc12 | i | i | i | -4.5 | i | i | i | 8.1 | i | 7.7 | i
COc1ccc(-c2noc(CCC(=O)NCCCN3CCN(c4ccc(F)cc4)CC3)n2)cc1 | i | i | i | -11.5 | i | i | i | -1.5 | i | -3.8 | i
CCOC(=O)C[C@H]1c2ccc(C(F)(F)F)cc2S(=O)(=O)N1C(C)(C)C | i | i | i | 2.0 | i | i | i | -5.6 | i | 6.3 | i
COc1ccc(CC(=O)NCc2ccc3c(c2)OCO3)cc1 | i | i | i | -8.9 | i | i | i | 5.8 | i | -1.6 | i
COc1ccc(/C=C/C(=O)OC(C)C(=O)c2ccccc2)cc1OC (configuration not stated) | i | i | i | -9.9 | i | i | i | -6.0 | i | 12.2 | i
O=C1Nc2ccc(S(=O)(=O)N3CCOCC3)c3cccc1c23 | i | i | i | -10.6 | i | i | i | 16.3 | i | -5.3 | i
COc1ccc(C2c3ccc4ccccc4c3Oc3ncn(CCCN(C)C)c(=N)c32)cc1 (configuration not stated) | i | i | i | -13.6 | i | i | i | -3.7 | i | 18.1 | i
Cc1nnc(SCC(=O)NC(C)(C)C)n1NCc1c(F)cccc1Cl | i | i | i | -6.9 | i | i | i | 2.0 | i | -2.6 | i
COc1cc(/C=C/c2c([N+](=O)[O-])c(=O)n(C)c(=O)n2C)cc(OC)c1OC | i | i | i | -5.6 | i | i | i | 0.2 | i | -1.4 | i

These rows are one share of the data; the hit share may differ from the screen's.
